# TCR act: Activators of T cell receptors: qHTS campaign. primary human leukocytes, anti-CD3, IL-2 HTRF, 48 h. Potency, µM (highest dose often 9.22 µM), inactives show at the highest dose activation of IL-2 secretion, actives largely listed as activators. 330,000 tested, under 10 active; further: % of control where 0% means no effect
#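 Primary human leukocytes receive a-CD3 beads and test compound and are incubated 48 hr. Secreted IL-2 is then assayed by HTRF, measuring 665nm acceptor emission after 320nm excitation of the europium donor.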
# Mito fusion act: qHTS Assay for Small Molecule Inhibitors of Mitochondrial Division or Activators of Mitochondrial Fusion; S. cerevisiae fusion-defective mutant growth rescue, CellTiterGlo 48 h; Potency, µM (top dose mostly 46.1 µM), for inactives: top-dose growth rescue (activation), actives largely listed as activators; hit rate 0.23% among 320,000; AID 485298, 2010;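 further: potency means the concentration at half of the fitted maximal effect; % of control where 0% means no effect; nearly all actives have a fitted effect of over 45% in size; temperature-sensitive fusion mutants such as fzo1-1 at 37 °C on non-fermentable ethanol glycerol medium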
#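 Temperature-sensitive fusion-defective S. cerevisiae (e.g. fzo1-1, mgm1-5) were grown with compound in YPEG medium (3% ethanol, 3% glycerol) for 48 hours at 37C. Growth rescue was measured as viability by CellTiterGlo luminescence after 10 minutes at ambient.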
# TSHR antagonist: Antagonists of the Thyroid Stimulating Hormone Receptor: HTS campaign; Thyrotropin receptor (Homo sapiens), P16473; TSHR-expressing cells, TSH-stimulated cAMP HTRF, 2 h; hits give low values; activity change, negative = inhibition, % at 11.5 µM; hit rate 0.2% among 330,000;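 active means activity change below a set negative limit, meaning inhibition stronger than a set level, cut at about -70% in these data; inconclusive means activity change between two set negative limits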; further: on the % scale 0 is the no-effect control and ±100 the full control effect
#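 Freshly harvested TSHR cells receive pin-tooled compound, then EC80 TSH at 4nM final. After 2 hours at 37 deg C, antibody in lysis buffer and cAMP-d2 are added; 30 minutes at ambient temperature precede the HTRF read.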
# TRPV1 ag: HTS Assay for Compounds that Act as Agonists of the Vanilloid Receptor 1 | activation, % at 8.33 µM | Transient receptor potential cation channel subfamily V member 1 (Homo sapiens), Q8NER1 | hit rate 0.19% among 320,000 | TRPV1-expressing cells, Fluo-8 calcium influx, agonist mode; in the data active means activation above about 80%; inconclusive means between about 30% and that limit; further: 0% is about no effect
# Target sequence (Q8NER1 whole entry, looked up): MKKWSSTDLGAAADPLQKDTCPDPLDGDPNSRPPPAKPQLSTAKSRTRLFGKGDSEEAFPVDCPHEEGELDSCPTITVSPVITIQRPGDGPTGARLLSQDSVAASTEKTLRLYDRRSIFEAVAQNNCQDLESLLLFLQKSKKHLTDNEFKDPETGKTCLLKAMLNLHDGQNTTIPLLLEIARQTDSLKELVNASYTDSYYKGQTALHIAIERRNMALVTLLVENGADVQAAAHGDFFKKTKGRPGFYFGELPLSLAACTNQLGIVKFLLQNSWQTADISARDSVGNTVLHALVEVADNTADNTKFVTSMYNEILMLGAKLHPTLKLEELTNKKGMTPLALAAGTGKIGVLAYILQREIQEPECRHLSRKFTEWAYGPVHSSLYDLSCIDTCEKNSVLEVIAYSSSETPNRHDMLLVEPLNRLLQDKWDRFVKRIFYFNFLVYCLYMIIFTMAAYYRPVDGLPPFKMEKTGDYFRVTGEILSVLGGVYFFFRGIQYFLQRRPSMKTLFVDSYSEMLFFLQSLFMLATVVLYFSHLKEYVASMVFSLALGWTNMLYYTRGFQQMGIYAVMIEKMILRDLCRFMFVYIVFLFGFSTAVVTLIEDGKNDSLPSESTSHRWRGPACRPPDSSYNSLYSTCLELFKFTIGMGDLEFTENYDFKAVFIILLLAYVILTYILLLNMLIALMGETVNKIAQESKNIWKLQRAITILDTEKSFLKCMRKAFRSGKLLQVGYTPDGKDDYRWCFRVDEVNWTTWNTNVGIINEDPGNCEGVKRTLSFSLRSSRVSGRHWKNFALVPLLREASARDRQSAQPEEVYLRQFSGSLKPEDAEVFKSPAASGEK
#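 Fluo-8 calcium influx in TRPV1-expressing cells, kinetic read (ex 480/em 520 nm). Compound added and read 3 min for agonist activity, followed by capsaicin at EC20 final and 2 min further read for enhancement.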
# AT treatment: qHTS Assay for Identifying a Potential Treatment of Ataxia-Telangiectasia; hit rate 0.19% among 320,000; […] A-T fibroblasts, KAP-1 phosphorylation AlphaLISA; neocarzinostatin DNA damage 30 min before lysis; Potency, µM (series often up to 57.5 µM), for the others: at the top dose activation, hits mostly activators; further: potency means the concentration at half of the fitted maximal effect; % of control where 0% means no effect; nearly all actives have a fitted effect of over 45% in size
#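 ATM-like activity read as KAP-1 phosphorylation via AlphaLISA donor/acceptor antibody pairs after lysis and 6 hr at 25C. Cells were ATM-null patient fibroblasts ([…], hTERT), dosed 60 min, then exposed to the DSB inducer NCS for 30 min.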
# Eya2 phos inh: qHTS Assay for Inhibitors of the Phosphatase Activity of Eya2 | recombinant Eya2, OMFP fluorescence dephosphorylation (OMFP is methylfluorescein phosphate) | AID 488837, 2010 | Protein phosphatase EYA2 (Homo sapiens), O00167 | Potency, µM (titrated, usually from 76.9 µM), inactives show top-dose activity, negative = inhibition, hits mostly inhibitors | hit rate 0.006% among 330,000; further: potency means the concentration at half of the fitted maximal effect; on the % scale 0 is the no-effect control and ±100 the full control effect
#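 Eya2 (0.2 uM) preincubated 10 min at ambient with compound, then OMFP substrate added at 50 uM; 10 min reaction in 50 mM HEPES pH 7.5, 50 mM NaCl, 5 uM MgCl2, 0.05% BSA, 1 mM DTT. Fluorescence read at Ex 485/Em 525 nm.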
# hERG WT inh: qHTS for Inhibitors of KCHN2 3.1: Wildtype qHTS | activity change, % at 1.84 µM | U2OS, BacMam KCNH2, thallium flux FluxOr; hits give low values | Voltage-gated inwardly rectifying potassium channel KCNH2 (Homo sapiens), Q12809 | hit rate 0.37% among 340,000;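 active means maximum activity change below -70%; inconclusive means maximum activity change between -70% and -50%; inactive means maximum activity change above -50%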; further: on the % scale 0 is the no-effect control and ±100 the full control effect
#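 U2OS cells were transduced with wild-type KCNH2 virus (2.03 x 10^8 / mL) for 4 h at room temperature, then cultured overnight at 37 C. Thallium flux was read with FluxOr dye. Rate constants were normalized to DMSO controls.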
# ELG1 DNA repair: qHTS screen for small molecules that inhibit ELG1-dependent DNA repair in human embryonic kidney (HEK293T) cells expressing luciferase-tagged ELG1; HEK293T ELG1-luciferase reporter, luminescence, 16 h; DNA damage induced by 5-fluorouridine; Potency, µM (top dose mostly 46.1 µM), inactives show top-dose activity change, negative = inhibition, usual class: inhibitors; hit rate 2.3% among 330,000; AID 504467, 2011; further: potency means the concentration at half of the fitted maximal effect; on the % scale 0 is the no-effect control and ±100 the full control effect; nearly all actives have a fitted effect of over 55% in size
#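 Step one: seed 2,000 cells per well. Step two: pin-transfer compound or DMSO alongside 5-fluorouridine. Step three: incubate 16 hr, 37 °C, 5% CO2. Step four: add ONE-Glo, wait 30 min, read luminescence.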
# USP2a inh: qHTS Assay for Inhibitors of Ubiquitin-specific Protease USP2a Using CHOP2 as the Reporter; USP2 core, Ub-CHOP2 coupled fluorogenic reporter, 485/531; Ubiquitin carboxyl-terminal hydrolase 2 (Homo sapiens), O75604; Potency, µM (top dose mostly 38.3 µM), inactives show at the top dose activity change, negative = inhibition, actives largely listed as inhibitors; hit rate 0.01% among 330,000;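 further: potency means the concentration at half of the fitted maximal effect; plate controls were DMSO wells for no effect and full inhibition by NEM control for full effect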
#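 USP2 core (10nM final) preincubated 30min RT with compound in 20mM Tris-HCl pH 8.0, 2mM CaCl2, 2mM beta-mercaptoethanol, 0.05% CHAPS; 25nM Ub-CHOP2 plus 25nM reporter substrate added, fluorescence (Ex485/Em531) read after 60min.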
# KCNH2 3.1 inh: qHTS for Inhibitors of KCHN2 3.1: Mutant qHTS | Potassium voltage-gated channel subfamily H member 2, brain isoform KCNH2 3.1 (human) | U2OS KCNH2 3.1, thallium flux FluxOr; hits give low values | activity change, % (tested at about 1.8 µM) | hit rate 0.95% among 340,000 | AID 720553, 2013;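 active means maximum activity change below -70%; inconclusive means maximum activity change from -70% to -50%; inactive means maximum activity change above -50%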;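 further: thallium influx rate constant from kinetic fluorescence after stimulation buffer; on the % scale 0 is the no-effect control and ±100 the full control effect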
#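 Steps: virus added to U2OS suspension (4 h, RT, dark); medium with 10% FBS added, cells plated, 37 C overnight; FluxOr/Red40 loading buffer 45 min RT; stimulation buffer, 2 min kinetic read; rate constant normalized.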
# The depositor's hits bear a star; ? = inconclusive; · = not tested or not shown; [ ] = another dose, or the depositor's remark. Unless noted, the call rests on the fitted dose curve; in most records, active means well fitted curve in the direction sought with a large enough effect; inconclusive means small, poorly fitted or top-dose-only effect, or another doubt; inactive means no such curve, though single readings can be large; an effect the other way counts as inactive or inconclusive. These rows are one share of the data, so the mix of outcomes need not match the whole.
SMILES,TCR act,Mito fusion act,TSHR antagonist,TRPV1 ag,AT treatment,Eya2 phos inh,hERG WT inh,ELG1 DNA repair,USP2a inh,KCNH2 3.1 inh
O=C(Nc1ccccn1)c1ccc(Cl)c([N+](=O)[O-])c1,·,0%,20,15,-11%,4%,4,?,1%,11
O=C1N2CCSC2=NC1(Nc1ccccn1)C(F)(F)F (centres undefined),-2%,1%,3,0,-2%,8%,-3,-4%,0%,-14
CCOC(=O)N1CCN(Cc2nc3cc(NC(=O)c4cccs4)ccc3n2CC)CC1,-4%,-3%,-15,6,-5%,?,3,-14%,2%,17
COCCNC(=O)c1onc(CSc2ccncc2)c1C(=O)NCCOC,3%,-12%,-7,1,-16%,-4%,-13,4%,9%,11
CCOC(=O)C1CCN(C(=O)CCc2ccc(S(=O)(=O)NCC(C)C)cc2)CC1,·,0%,22,2,0%,0%,-9,-4%,1%,0
CCOC(=O)N1CCC(N2Cc3cccc(C(=O)Nc4ccc(OCC)cc4)c3C2=O)CC1,8%,3%,-6,1,2%,0%,3,?,-1%,-6
COc1cc(C(=O)NCCOc2ccccc2C)c(Br)c(OC)c1OC,8%[46.1 µM],-6%,15,5,4%,6%,-5,-30%,1%,-5
CCCOc1ccc(N2CC(C(=O)Nc3ccccn3)CC2=O)cc1 (centres undefined),13%,1%,24,·,4%,5%,18,3%,0%,4
O=C(CSc1ccc(-c2ccc3c(c2)OCO3)nn1)Nc1nccs1,5%,-1%,-3,24,11%,-20%,1,-13%,0%,?
COc1ccc(/C=C(/NC(=O)c2cccc([N+](=O)[O-])c2)C(=O)O)cc1,-11%,2%,0,2,-3%,-4%,0,28%,5%,-8
O=C(NC1CCCC1)c1cccc(S(=O)(=O)N2CCOCC2)c1,-2%,0%,25,0,7%,-2%,-28,3%,4%,-6
CC1(C)Cc2ccccc2-c2nnc(-c3ccco3)n21,1%,4%,-7,-6,-1%,2%,13,-2%,-2%,3
O=C(Nc1ccnn1C1CCN(Cc2cccc(OCCO)c2)CC1)C1CCCC1,-4%,-2%,6,2,1%,-1%,19,4%,-1%,5
COc1ccc(-c2sc(Nc3ccccc3)n[n+]2-c2ccc(F)cc2)c(OC)c1OC,4%,3%,17,1,-5%,-3%,7,7%,3%,3
CCOc1ccc2[nH]c3c(N4CCN(c5ccccn5)CC4)ncnc3c2c1,2%,13%,-20,-1,4%,-11%,5,16µM*,5%,-34
CCc1ccc(NC(=O)C(C)OC(=O)c2ccc(-n3cnnn3)cc2)cc1 (centres undefined),-3%,-8%,-6,0,1%,-5%,-4,24%,5%,-18
Cc1ccc2c(NC(=O)c3ccc(Br)o3)cccc2n1,-3%,2%,4,16,-5%,7%,-2,?,-1%,0
C=CCn1c(CCCNC(=O)c2ccccc2OC)nc2ccccc21,6%,-2%,-1,7,-3%,17%,-1,10%,1%,3
CCOC(=O)c1c(N)sc2c1CCC1C(=O)N(C3CCCCC3)C(=O)C21 (centres undefined),0%,11%,-17,-4,-1%,-6%,-5,?,-1%,-2
COc1ccc(-n2nc(C(=O)NCC(=O)NCc3ccco3)c3ccccc3c2=O)cc1Cl,-3%,0%,-1,-1,0%,13%,-19,?,0%,-1
COc1cc(C=C(C(C)=O)C(C)=O)ccc1O,-3%,-3%,17,-1,2%,14%,-6,5%,4%,16
O=C(Cn1nnc(-c2ccc3c(c2)OCO3)n1)N1CCOCC1,-1%,6%,·,-2,·,·,-11,·,·,-9
CC1(C)Cc2nc3oc4c(=O)n(CC(=O)Nc5ccc(Cl)cc5)cnc4c3cc2CO1,2%,6%,9,-3,-8%,5%,32,-1%,0%,-2
CCS(=O)(=O)N1CCC(N2CCN(c3ccccc3)CC2)CC1,4%,5%,-10,1,8%,5%,5,1%,0%,10
O=C(NC(=S)Nc1cnc2ccccc2c1)c1ccccc1,0%,-3%,2,11,1%,-9%,5,?,2%,4
Cc1ccc(CCNC(=O)C2CCCN2S(=O)(=O)c2ccc3c(c2)CCC(=O)N3)cc1 (centres undefined),2%,0%,6,0,-5%,1%,-5,-3%,0%,0
O=C(Cc1ncon1)Nc1ccc(F)c(F)c1F,3%,-3%,16,·,5%,-19%,-1,3%,-1%,3
COc1cc(-c2nnn(CC(=O)NCc3ccccc3)n2)cc(OC)c1OC,2%,2%,15,7,2%,5%,-2,?,0%,-10
O=C1NCCN1C(=O)c1cccc(Cl)c1,4%,6%,4,1,-7%,8%,7,3%,1%,-3
COC(=O)c1sc2nc(-c3ccco3)ccc2c1N,0%,-2%,-3,-1,9%,-14%,6,?,2%,-3
Cc1ccc(S(=O)(=O)N/N=C/c2ccc(OCC(=O)N3CCOCC3)cc2)cc1,-3%,-4%,3,0,2%,-2%,0,-6%,0%,-72*
N#CCc1ccc(NC(=O)c2ccc(S(=O)(=O)N3CCOCC3)cc2)cc1,-3%,-1%,-5,?,-4%,1%,-2,6%,0%,-1
COc1ccc2cc([C@H](C)C(=O)N(C)Cc3ccccc3N3CCCC3)ccc2c1,10%,18%,-15,26,-3%,19%,-3,?,-2%,-10
CN(c1ccccc1C(=O)Nc1ccc(F)c(Cl)c1)S(C)(=O)=O,-2%,-5%,-4,2,-3%,-5%,-4,1%,2%,-3
S=C(Nc1ccc(Br)cc1)N1CCN(C2CCCCC2)CC1,3%,3%,-5,7,-2%,-40%,2,0%,1%,-27
Cc1cccc2cc(/C=N/NC(=O)c3ccccc3O)c(Cl)nc12,-4%[46.1 µM],4%,-72*,?,0%,2%,0,23µM*,1%,17
O=C(Cc1cccc(C(F)(F)F)c1)NCC(=O)Nc1cc(Cl)ccc1Cl,2%,4%,-4,?,9%,-12%,-7,-2%,-1%,-22
CCOC(=O)c1ccc(S(=O)(=O)Nc2cc(S(=O)(=O)N3CCOCC3)ccc2O)cc1,6%,·,-31,·,-6%,-26%,-8,3%,0%,13
CCN(CC)CCNC(=O)c1cc([N+](=O)[O-])c(N(C)C)cc1OC,4%,2%,-7,-1,-9%,8%,5,5%,-1%,-5
COc1ccc(-n2c(O)c(/C=C3\C=Nc4ccccc43)c(=O)[nH]c2=O)cc1,·,1%,7,-4,10%,2%,-10,-2%,4%,-12

# Two entries from above, with values under each structure:
# Fields – TCR act	Mito fusion act	TSHR antagonist	TRPV1 ag	AT treatment	Eya2 phos inh	hERG WT inh	ELG1 DNA repair	USP2a inh	KCNH2 3.1 inh
- N#CCc1ccc(NC(=O)c2ccc(S(=O)(=O)N3CCOCC3)cc2)cc1
 : -3%	-1%	-5	?	-4%	1%	-2	6%	0%	-1
- COc1ccc2cc([C@H](C)C(=O)N(C)Cc3ccccc3N3CCCC3)ccc2c1
 : 10%	18%	-15	26	-3%	19%	-3	?	-2%	-10

# Next part
SMILES,TCR act,Mito fusion act,TSHR antagonist,TRPV1 ag,AT treatment,Eya2 phos inh,hERG WT inh,ELG1 DNA repair,USP2a inh,KCNH2 3.1 inh
O=C(Nc1c(C(=O)N2CCCCC2)cnn1-c1ccccc1)c1ccco1,1%,4%,4,-4,4%,4%,-19,1%,4%,-5
Nc1nc2c3ccccc3nc(C3CC3)n2n1,-5%,-3%,6,-1,6%,3%,6,14%,-1%,-3
Cc1ccc(NC(=O)CCc2nc3ccccc3c(=O)[nH]2)cc1S(=O)(=O)N1CCOCC1,-1%,-4%,-8,12,1%,16%,0,?,1%,24
COc1ccccc1C(=O)NCCC(=O)NCCc1ccccc1,-1%,4%,-4,0,0%,-10%,6,7%,0%,15
COc1ccc(Nc2c3c(nc4ccccc24)CCCC3)cc1OC,2%,1%,5,10,0%,-7%,1,16%,-4%,?
COc1ccc(/C=C/C(=O)OCC(=O)N2CCCCCC2)cc1OC,9%,·,-10,·,5%,6%,2,4%,3%,13
COc1ccc(CCNCc2ccc(OCC(=O)N3CCCCC3)c(OC)c2)cc1OC,1%,14%,23,-6,4%,23%,3,-2%,0%,13
COc1ccc(N=C2S/C(=C\c3ccc(Cl)c([N+](=O)[O-])c3)C(=O)N2CCN(C)C)cc1,0%,-35%[inhibitor],-23,4,-29%,3%,17,-22%,-1%,-28
